# AI-2 QS modul: Vibrio harveyi AI-2 quorum sensing modulators, primary screen, JMH597 strain, luminescence/OD600 ratio; 300,000 tested, 0.4% active; activity change, % at 7.5 µM; AID 2094, 2009; Vibrio harveyi JMH597 AI-2 luminescence/OD600 ratio, 9 h; active compounds read low; strain lacks LuxN and CqsS sensors; 0 = neutral-control median; in the data active = activity change below about -75%, passing the limit was not always enough;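 note: luminescence divided by OD600 gain over 9 h not by final OD600 alone; inactives centre near 13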
# HIF act: HIF pathway transcriptional activators, primary screen, cell-based, U2OS HRE-luciferase, luminescence. 300,000 tested, 0.32% active. activation, % at 7.5 µM (by protocol). U2OS HRE-luciferase reporter; normalized: DMSO 0%, desferrioxamine 100%;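 active = mean activation of at least 10% of the iron chelator positive control signal, with at least half of replicates also reaching 10%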
# SKKanGAS inh: S. pyogenes SKKanGAS growth inhibitors in kanamycin, primary screen, streptokinase expression inhibitor project, SKKanGAS strain, BacTiter-Glo luminescence | inhibition, % at 7.5 µM | 300,000 tested, 1.3% active | 6 h | AID 1662, 2009;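 active = mean replicate score, as percent of positive control median, at least 50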;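 note: strain carries kanamycin resistance gene driven by streptokinase promoter and grows in 40 µg/ml kanamycin; loss of luminescence reflects streptokinase promoter inhibition or plain growth inhibition; 0% = median of DMSO wells and 100% = positive control at its reference dose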
# Platelet DG rel: inhibitors of platelet dense granule secretion, primary screen, cell-based, MLPCN, human platelets; human platelet-rich plasma, SFLLRN dense granule ATP release, luminescence; inhibition, %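 (compounds screened at 7.5 µM in platelet-rich plasma)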; 300,000 tested, 0.22% active;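 active = mean replicate score, as percent of positive control, at or above 50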
# HSP90 inh: HSP90 inhibitors, primary screen, cell lysate, luminescence; Heat shock protein HSP 90 (rabbit reticulocyte lysate; luciferase refolding); Rabbit reticulocyte lysate, luciferase refolding luminescence, 3 h; inhibition, % at 5.6 µM; 290,000 tested, 0.91% active; AID 1789, 2009;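 active = inhibition above the screen-wide mean plus 3 SD, computed separately per campaign, cut at about 16% in these data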;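 note: 0% = DMSO wells and 100% = 60 µM geldanamycin wells; inhibitors lower the luminescence because luciferase stays unfolded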
# HSF1 inh: HSF1 inhibitors in luciferase reporter cells, primary screen, cell-based, NIH3T3, luminescence; 300,000 tested, 0.77% active; NIH3T3-HGL HSE-luciferase, MG132-induced, luminescence 8 h; active compounds read low; activity change, negative = inhibition, % at 7.5 µM (by protocol);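 active = more than half of replicate wells show activity change below -50%, luminescence cut by over half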;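 note: luciferase reports HSF-1 transcriptional activity via heat shock element; 0% = median of DMSO wells and -100% = zero luminescence signal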
# IEC-6 tox: cytotoxicity in IEC-6 intestinal epithelial cells, primary screen, cytotoxicity control for KLF5 inhibitor project, cell-based, luminescence; IEC-6 cytotoxicity, luminescence viability; inhibition, % at 5 µM; 290,000 tested, 0.78% active; AID 1825, 2009; in the data active = inhibition above about 22%;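 note: 0% = plate median of test compound wells and 100% = cytotoxic reference compound wells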
# KLF5 inhibitor: KLF5 expression inhibitors, primary screen, DLD-1 cells, luminescence | DLD-1 KLF5 promoter-luciferase reporter | inhibition, % at 5 µM | 290,000 tested, 0.23% active | AID 1700, 2009;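 active = inhibition above a per-plate limit of that plate's mean compound inhibition plus 3 SD, cut at about 60% in these data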;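 note: 0% = DMSO wells and 100% = LY294002 at 200 µM; higher means less KLF5 promoter-driven luciferase light; inactives centre near -14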
# HSF1 activator: HSF-1 activators, primary screen, NIH3T3-HGL cells, MG132 stress, luminescence, single point; 300,000 tested, 1.7% active; AID 504408, 2011; activation, % at 9 µM; NIH3T3-HGL HSF-1 luciferase reporter, 8 h; 100% = twice DMSO control signal;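 active = mean replicate activation of at least 50% with a set share of replicates each reaching 50%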;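 note: 0% = median of the neutral control wells and 100% = twice that signal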
# aSyn 5UTR inh: MLPCN primary screen, SNCA 5' untranslated region; alpha-synuclein 5'UTR reporter, inhibitor activity; inhibition, % (tested at 7.5 µM); 300,000 tested, 0.82% active; in the data active = inhibition above about 60%;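 note: H4 neuroglioblastoma cells stably carrying SNCA 5'UTR luciferase fusion; 0% = DMSO wells and 100% = positive control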
# Numbers without * were called inactive; / = no result given. No enrichment for hits; any-hit rate near 6%.
# Start of the data: the first 13 entries (preview)
SMILES,AI-2 QS modul,HIF act,SKKanGAS inh,Platelet DG rel,HSP90 inh,HSF1 inh,IEC-6 tox,KLF5 inhibitor,HSF1 activator,aSyn 5UTR inh
CCOc1ccc(Cc2noc3c2C(=O)CC(C)(C)C3)cc1OCC,14,-0.4,8,-1,-6,-5,-1,-21,1,-7
C=CCn1c(NCc2ccc(OC)cc2O)nc2ccccc21,25,4.6,13,-3,1,12,-3,-53,33,-54
O=C(CSc1nnnn1-c1ccc(O)cc1)NC1CCCCC1,6,-0.9,4,1,1,5,2,-9,4,5
CCN(CC)CCN1C(=O)C(=O)/C(=C(/O)c2ccc(S(=O)(=O)N3CCOCC3)cc2)C1c1ccccc1 (configuration not stated),1,-0.2,1,12,-2,-7,4,-5,-7,8
CCOC(=O)Cn1c(=O)oc2cc(S(=O)(=O)NC(C)c3ccccc3)ccc21 (configuration not stated),14,0.0,-8,-13,-1,-1,-5,-2,6,-15
COc1ccccc1N1CCN(S(=O)(=O)CCNC(=O)CC2CCCCC2)CC1,12,0.1,-2,0,/,-1,/,/,3,16
N=C(N)SCCc1cccc(CCSC(=N)N)c1,23,0.1,-4,1,/,-1,/,/,-7,-5
CC(=O)Cc1cc2cc([N+](=O)[O-])ccc2oc1=O,16,0.8,-3,-7,3,5,-4,-5,37,-20
COc1ccc(NC(=O)C(=O)NNC(=O)COc2ccc(OC)cc2)cc1,9,0.3,1,-9,5,-3,5,-16,-4,1
CCOc1ccccc1C(=O)N(C)Cc1cc2ccccc2[nH]c1=O,31,0.0,7,10,-2,-3,-2,-12,4,4
Cc1cccnc1NC(=S)NCc1ccco1,15,0.4,0,-5,-1,2,0,-13,1,8
O=C/C(=C\Nc1ccc(C(=O)N2CCOCC2)cc1)c1nc2ccccc2o1,11,0.1,-7,-2,5,-9,4,-7,-2,-15
C/C(=C\C(=O)c1ccc(C)cc1)Nc1cccc(O)c1,9,/,-3,9,-6,10,-11,-17,10,-284

# Main list, repeating the preview:
SMILES,AI-2 QS modul,HIF act,SKKanGAS inh,Platelet DG rel,HSP90 inh,HSF1 inh,IEC-6 tox,KLF5 inhibitor,HSF1 activator,aSyn 5UTR inh
CCOc1ccc(Cc2noc3c2C(=O)CC(C)(C)C3)cc1OCC,14,-0.4,8,-1,-6,-5,-1,-21,1,-7
C=CCn1c(NCc2ccc(OC)cc2O)nc2ccccc21,25,4.6,13,-3,1,12,-3,-53,33,-54
O=C(CSc1nnnn1-c1ccc(O)cc1)NC1CCCCC1,6,-0.9,4,1,1,5,2,-9,4,5
CCN(CC)CCN1C(=O)C(=O)/C(=C(/O)c2ccc(S(=O)(=O)N3CCOCC3)cc2)C1c1ccccc1 (configuration not stated),1,-0.2,1,12,-2,-7,4,-5,-7,8
CCOC(=O)Cn1c(=O)oc2cc(S(=O)(=O)NC(C)c3ccccc3)ccc21 (configuration not stated),14,0.0,-8,-13,-1,-1,-5,-2,6,-15
COc1ccccc1N1CCN(S(=O)(=O)CCNC(=O)CC2CCCCC2)CC1,12,0.1,-2,0,/,-1,/,/,3,16
N=C(N)SCCc1cccc(CCSC(=N)N)c1,23,0.1,-4,1,/,-1,/,/,-7,-5
CC(=O)Cc1cc2cc([N+](=O)[O-])ccc2oc1=O,16,0.8,-3,-7,3,5,-4,-5,37,-20
COc1ccc(NC(=O)C(=O)NNC(=O)COc2ccc(OC)cc2)cc1,9,0.3,1,-9,5,-3,5,-16,-4,1
CCOc1ccccc1C(=O)N(C)Cc1cc2ccccc2[nH]c1=O,31,0.0,7,10,-2,-3,-2,-12,4,4
Cc1cccnc1NC(=S)NCc1ccco1,15,0.4,0,-5,-1,2,0,-13,1,8
O=C/C(=C\Nc1ccc(C(=O)N2CCOCC2)cc1)c1nc2ccccc2o1,11,0.1,-7,-2,5,-9,4,-7,-2,-15
C/C(=C\C(=O)c1ccc(C)cc1)Nc1cccc(O)c1,9,/,-3,9,-6,10,-11,-17,10,-284
Cc1cccc(C)c1NC(=O)CNC(=O)CNC(=O)c1ccc2c(c1)OCO2,8,-0.1,0,5,/,1,/,/,5,4
COc1cc2c(cc1OC)CN(C(=O)c1ccncc1)CC2,4,-26,-7,0,0,9,-3,-15,10,-2
Cc1ccccc1NS(=O)(=O)c1ccc2[nH]cc(C(=O)N(C)Cc3ccco3)c(=O)c2c1,62,0.2,-5,-1,1,12,-7,-29,-12,-6
CC(=O)Nc1ccc(Nc2nc3ccccc3n3cnnc23)cc1,37,0.6,-1,1,1,-2,8,1,3,-6
COc1ccc2[nH]c(=O)c(CN(C(C)=O)c3ccc(C)cc3C)cc2c1,-1,0.2,-4,-2,2,-1,-5,-1,-11,-15
COCCCNC(=S)NNC(=O)c1cc(-c2ccncc2)nc2ccccc12,4,0.3,14,5,1,-2,-3,-15,1,-8
CCCCn1c(N)c(N(CC(C)C)C(=O)c2ccc(Br)o2)c(=O)[nH]c1=O,20,0.1,29,12,/,4,/,/,-5,0
CC(C)(C)c1ccc(C(=O)N2CCC(C(=O)c3ccccc3)CC2)cc1,-7,-31,4,-7,0,5,4,-14,10,54
Cc1ccc(C)c(-c2cc(C(=O)NNC(=S)NCC(C)C)c3ccccc3n2)c1,22,-0.6,22,-7,-1,-2,0,-19,-17,4
O=C(NCCCn1ccnc1)c1ccc2nccnc2c1,11,-12,-5,-1,-4,-6,8,-17,-13,2
Cc1cc2cc(CN(C(=O)C3CC3)C3CCCC3)c3nnnn3c2cc1C,29,-0.2,14,-2,3,-1,-1,-22,23,0
Cc1ccc(S(=O)(=O)Nc2nc(N)n(-c3ccccc3)n2)cc1,37,0.0,-7,-9,-1,/,8,-21,/,0
CC(C)(C)N(CC#CCC1(O)c2ccccc2-c2ccccc21)CCO,25,0.2,-3,11,0,-2,0,8,4,22
Cc1ccc(S(=O)(=O)N2CCC(C(=O)OC(C)C(=O)NCc3ccc4c(c3)OCO4)CC2)cc1 (configuration not stated),13,1.0,-1,4,2,2,3,-14,41,-6
O=C(CCS(=O)(=O)c1ccc(Br)s1)NC1CCCC1,22,-0.1,-4,2,0,-5,2,-21,-11,-18
Cc1cc(C)nc(SC(C)C(=O)O)n1 (configuration not stated),-1,/,-4,9,0,-2,0,-15,-8,8
Cc1nnc(NN2CCOCC2)[nH]c1=O,13,-1.5,-13,-15,6,4,4,2,0,-6
Cc1cccc(C)c1-n1c(C)cc(/C=C2\C(=O)NN(c3ccccc3)C2=O)c1C,4,0.0,30,0,-2,6,3,-17,7,-4
Clc1ccc(OCCCN2CCc3ccccc3C2)c(Br)c1,11,0.9,8,18,0,-11,2,-44,-7,6
COc1ccc(CNC(=O)C(=O)c2cn(CC(=O)N3CCCC3)c3ccccc23)cc1,5,0.8,0,8,0,0,4,-49,-14,9
COC(=O)c1ccc(COc2ncnc3c(Cl)cc(Cl)cc23)o1,-79*,0.9,1,2,0,2,-2,-18,7,1
Cc1ccc(N(CN2CCCC2=O)C(=O)c2ccccc2)cc1,18,-0.4,-2,-1,-2,-7,1,-29,-10,-7
O=C(CCN(NC(=O)c1ccccc1)C1=NS(=O)(=O)c2ccccc21)NC1CCCCC1,21,0.1,6,-8,7,1,-6,-12,15,17
Cc1ccc(C(C)C)c(OCc2nc(-c3nonc3N)no2)c1,-85*,2.5,-2,-8,-1,14,0,-35,22,-92
CCc1ccc2nc(N(CCN(C)C)C(=O)/C=C/c3cccs3)sc2c1,14,-0.1,3,0,3,2,-2,5,12,-8
COc1ccc(Cl)cc1NC(=O)C(C)N(C)Cc1cccc(Cl)c1Cl (configuration not stated),20,0.1,18,3,2,-4,-6,-7,-4,15
O=C(O)CNS(=O)(=O)c1ccc2[nH]c(=O)c(=O)[nH]c2c1,23,0.1,0,4,-2,0,-2,-22,20,2
O=C1[C@H]2[C@@H](c3ccc(F)cc3)N3C(=O)N(c4ccc(C(F)(F)F)cc4)C(=O)[C@@]3(Cc3ccccc3)[C@H]2C(=O)N1C1CCCCC1,21,-0.5,8,-3,/,-1,/,/,-5,-5
CCOC(=O)C[C@H]1c2ccccc2S(=O)(=O)N1Cc1ccc(Cl)cc1,18,-1.4,4,9,/,6,/,/,18,6
Cc1nc(Cl)c(Cl)n1CCOc1ccccc1,4,0.1,41,-2,-4,3,0,-20,-1,-1
COc1cc(C(=O)OC2CCOC2=O)cc(Cl)c1OC (configuration not stated),28,-14,2,-3,2,6,4,1,21,-7
NC(=O)NC(=O)COC(=O)CC12CC3CC(CC(C3)C1)C2,23,-0.1,-1,-3,-3,3,-1,-18,-10,-22
Cc1ccc(/C=N/NC(=O)C2(C)CC2(Br)Br)cc1 (configuration not stated),13,0.0,-5,3,0,3,-6,-10,17,5
O=C(NNC(=O)c1ccccc1C(=O)O)c1ccc(O)cc1,15,-0.5,-12,5,1,-2,2,-36,-10,9
Cc1ccc(S(=O)(=O)N2CCN(S(=O)(=O)N3CCCCCC3)CC2)cc1,-27,-0.2,5,3,-1,-1,-1,-22,-9,18
CC1(C)Cc2ccccc2-c2nnnn21,25,0.0,-3,-3,8,-4,3,-24,-1,17
CCOc1ccc(-c2nc(-c3ccncc3)no2)cc1OCC,-69,-0.3,-5,4,1,-6,-2,-34,-7,-95

# (further entries)
SMILES,AI-2 QS modul,HIF act,SKKanGAS inh,Platelet DG rel,HSP90 inh,HSF1 inh,IEC-6 tox,KLF5 inhibitor,HSF1 activator,aSyn 5UTR inh
CC1CCN(c2ccc(/C=N/n3nnnc3N)cc2[N+](=O)[O-])CC1,25,0.6,-8,-6,-2,2,2,-16,13,-60
COC(=O)C1(O)CC(C(C)C)=NN1C(=O)c1ccccc1 (configuration not stated),7,-0.3,2,-4,2,0,3,0,-11,16
O=C(CSc1nnc(NC(=O)c2ccccc2F)s1)NC1CCCC1,26,1.2,-5,15,0,4,-2,-87,26,-34
COc1cccc(/C=C/C(=O)OCCN2C(=O)c3ccccc3C2=O)c1,19,0.1,-9,11,2,-6,-1,-20,-1,-18
CCC(=O)Nc1ccc(Cl)c(NC(=O)c2cccc(OC)c2)c1,3,-0.5,-3,9,-2,3,-4,-4,-13,40
Cc1ccc(C2NC(C(=O)O)CS2)cc1 (configuration not stated),-6,-0.2,0,-3,1,11,0,-10,6,26
O=C(NCc1ccccc1)c1cccnc1N1CCOCC1,13,0.2,0,14,-1,-4,10,-26,-5,-9
O=c1c2ccccc2nc(SCc2ccc([N+](=O)[O-])cc2)n1CCCO,5,-0.5,0,7,2,-4,0,-12,-7,1
Cc1ccc(CSc2ccc(-c3ccco3)nn2)cc1,-86*,2.6,8,27,-1,23,-3,-23,34,-142
